High-throughput results from PubChem.
CHRM4 PAM: human M4 muscarinic receptor positive allosteric modulators, primary screen, CHO-K1 cells, Fluo-8 calcium fluorescence; Muscarinic acetylcholine receptor M4 (Homo sapiens), P08173; CHO-K1 hM4/Gqi5, ACh EC20; 0% = ACh EC20, 100% = maximal ACh; activation, % at 3 µM; actives 0.4% (n = 360,000); AID 624126, 2012;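 active = activation above its plate's cutoff, the mean activation of sample wells plus 3 SD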; also: some results filed as inactive read as strong as hits
Target sequence (P08173 whole entry, looked up): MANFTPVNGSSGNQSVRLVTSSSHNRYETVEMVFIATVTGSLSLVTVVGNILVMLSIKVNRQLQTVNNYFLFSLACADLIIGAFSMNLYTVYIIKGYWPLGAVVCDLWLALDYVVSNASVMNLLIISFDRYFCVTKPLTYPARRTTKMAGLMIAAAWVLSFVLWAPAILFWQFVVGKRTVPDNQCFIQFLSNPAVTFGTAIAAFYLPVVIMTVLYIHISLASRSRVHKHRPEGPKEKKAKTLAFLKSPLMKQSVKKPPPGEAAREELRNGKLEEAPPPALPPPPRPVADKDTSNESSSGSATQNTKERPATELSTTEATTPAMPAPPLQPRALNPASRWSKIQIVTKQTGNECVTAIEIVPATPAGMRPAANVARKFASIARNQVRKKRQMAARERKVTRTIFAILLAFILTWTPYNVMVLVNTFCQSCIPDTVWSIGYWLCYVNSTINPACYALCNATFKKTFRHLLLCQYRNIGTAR
CHRM5 agonist: human M5 muscarinic receptor agonists, primary screen, CHO-K1 cells, Fluo-8 calcium fluorescence; Muscarinic acetylcholine receptor M5 (Homo sapiens), P08912; CHO-K1 hM5 cells; 0% DMSO wells, 100% maximal acetylcholine response; activation, % at 3 µM; actives 0.19% (n = 360,000);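 active = activation above the run's mean over test compounds plus 3 SD, cut at about 23% in these data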;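 also: signal is peak over basal fluorescence ratio across the kinetic read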
M5 PAM: human M5 muscarinic receptor positive allosteric modulators, primary screen, CHO-K1 cells, Fluo-8 calcium fluorescence; CHO-K1 hM5, ACh EC20 PAM; 0% = ACh EC20, 100% = ACh EC100; actives 0.3% (n = 360,000); Muscarinic acetylcholine receptor M5 (Homo sapiens), P08912; activation, % at 3 µM; AID 624038, 2012;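 active = activation above the run cutoff, the mean activation of all test compounds plus 3 SD, cut at about 18% in these data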
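system = human M5 receptor in CHO-K1 cells | reagent = EC20 acetylcholine as agonist stimulus | compound dosing = single-point, 3 µM nominal | incubation = Fluo-8 loading 80 min at 37 °C plus 30 min room temperature | detection = Fluo-8 calcium dye fluorescence, kinetic read | benchmarks = low control EC20 acetylcholine (0%), high control EC100 acetylcholine (100%)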
CRFBP-R2 agonist: agonists of CRF-BP/CRF-R2 complex, primary screen, cell-based, HEK293, calcium dye fluorescence, uHTS. CRF-binding protein / CRF receptor 2 complex (human). calcium dye fluorescence (FLIPR); percent of saturating CRF peptide response. activation, % at 13.2 µM. actives 0.46% (n = 350,000). AID 588473, 2011;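 active = activation of at least 50%, plus an integration ratio under a set limit after plate pattern correction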;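 also: plate controls were neutral control wells without compound for no effect and CRF at EC100 for full effect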
M5 antag: human M5 muscarinic receptor antagonists, primary screen, CHO cells, Fluo-8 calcium fluorescence. CHO-hM5 cells, ACh EC80. inhibition, % at 3 µM. actives 0.59% (n = 360,000). AID 624040, 2012;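 active = inhibition above a per-plate cutoff, the mean of that plate's test compounds plus 3 SD, cut at about 27% in these data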;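 also: 0% = acetylcholine EC80 with DMSO and 100% = DMSO without agonist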
TAAR1 antag: human TAAR1 antagonists, primary screen, Fluo-8 calcium fluorescence, CHO RD-HGA16 cells. Trace amine-associated receptor 1 (Homo sapiens), Q96RJ0. antagonist. inhibition, % at 3 µM. actives 1.5% (n = 360,000);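 active = inhibition above a per-plate cutoff, the mean inhibition of test compounds on that plate plus 3 SD, cut at about 49% in these data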;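 also: 0% = DMSO plus EC80 beta-PEA response and 100% = DMSO alone without agonist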
Target sequence (Q96RJ0 whole entry, looked up): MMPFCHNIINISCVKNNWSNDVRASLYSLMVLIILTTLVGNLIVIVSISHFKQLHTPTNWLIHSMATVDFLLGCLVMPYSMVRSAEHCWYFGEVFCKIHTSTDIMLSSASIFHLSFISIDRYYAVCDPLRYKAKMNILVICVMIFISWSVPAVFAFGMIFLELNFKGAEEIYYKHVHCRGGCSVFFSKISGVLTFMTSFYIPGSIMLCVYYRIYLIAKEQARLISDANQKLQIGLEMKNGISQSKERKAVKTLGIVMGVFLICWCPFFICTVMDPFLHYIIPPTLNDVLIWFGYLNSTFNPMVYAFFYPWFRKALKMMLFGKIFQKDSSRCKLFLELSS
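Assay system: CHO-derived RD-HGA16 cells stably expressing human TAAR1 plus Gα16. Timing: 140 s kinetic read after compound, 140 s after agonist. Technique: kinetic Fluo-8 calcium fluorescence measurement. Measure: % inhibition of agonist calcium response.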
CHO-K1 Ca PAM: nonselective calcium activators in parental CHO-K1 cells, primary screen, counter-screen for M1 PAM project, cell-based, Fluo-8 calcium fluorescence, full deck, 1536-well; ATP EC20; 0% at ATP EC20, 100% at ATP max; actives 0.02% (n = 360,000); activation, % at 3 µM;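 active = activation above the run cutoff, the mean activation of all test compounds plus 3 SD, cut at about 40% in these data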;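 also: peak over basal fluorescence ratio in a 140 s read after ATP addition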
TAAR1 ag: human TAAR1 agonists, primary screen, Fluo-8 calcium fluorescence, CHO RD-HGA16 cells. vehicle wells 0%, saturating PEA agonist 100%. activation, % at 3 µM. actives 0.99% (n = 360,000);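 active = activation above the mean activation of all test compounds in the run plus 3 SD, cut at about 38% in these data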
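Assay system: CHO-derived RD-HGA16 cells with stable Gα16 and human TAAR1; timing: 17-24 h seeding, 75 min 37 °C dye, 30 min RT; read-out: % activation from peak over basal fluorescence ratio, DMSO-to-PEA scaled; measured by: kinetic Fluo-8 calcium fluorescence; benchmarks: low control DMSO, high control PEA (EC100); doses: 3 µM single concentration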
CRFR2-BP antag: antagonists of CRF-BP/CRF-R2 complex, primary screen, cell-based, HEK293, calcium dye fluorescence, uHTS | actives 0.59% (n = 350,000) | CRF-induced calcium fluorescence | inhibition, % at 11.8 µM | AID 588475, 2011;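 active = inhibition of the ligand-induced calcium signal above about 50% at the single tested concentration, limit read from the data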
* = called active by the depositor; x = no result given.

1) Cc1onc(-c2ccccc2Cl)c1C(=O)O/N=C(\N)c1ccc([N+](=O)[O-])o1
2) Cc1cc(C)c(C#N)c(SCC(=O)Nc2ccc(S(=O)(=O)Nc3onc(C)c3C)cc2)n1
3) O=C(CCN1C(=O)COc2ccccc21)NCCC1=CCCCC1
4) O=C(CSC1=NS(=O)(=O)c2ccccc2N1)Nc1nccs1
5) COC(=O)c1c(NC(=O)c2ccco2)sc2c1CCC2

Compound,1,2,3,4,5
CRFR2-BP antag,10,-12,-25,16,-4
M5 antag,20,3,-2,6,1
TAAR1 antag,4,-34,-8,-23,14
CHRM4 PAM,-2,3,1,4,7
TAAR1 ag,1,3,2,3,5
M5 PAM,-11,1,-3,-3,0
CRFBP-R2 agonist,-6.6,0.0,0.8,0.6,6.4
CHRM5 agonist,-1,2,-4,0,0
CHO-K1 Ca PAM,-1,-9,6,-3,16

As entered above:
M5 PAM result of entry 5 is entered as 0
CRFR2-BP antag result of entry 2 is entered as -12
TAAR1 antag result of entry 3 is entered as -8
CRFBP-R2 agonist result of entry 4 is entered as 0.6

Continued.
6) CCOC(=O)Cn1cnc2c(nnn2-c2ccc(OC)cc2)c1=O
7) Cn1cc(Br)c(C(=O)NC(=S)Nc2ccc(S(N)(=O)=O)cc2)n1
8) Cc1ccc(S(=O)(=O)N(CC(=O)NCC2CCCO2)c2cccc([N+](=O)[O-])c2)cc1 (centres undefined)
9) COc1ccc(NC(=S)Nc2ccc(S(N)(=O)=O)cc2)c(OC)c1
10) COc1ccc(-c2csc(NC(=O)CC(C)C)n2)cc1

Compound,6,7,8,9,10
CRFR2-BP antag,6,2,18,8,-5
M5 antag,0,-6,2,-5,-9
TAAR1 antag,21,0,-1,-14,8
CHRM4 PAM,-3,11,-7,-1,-4
TAAR1 ag,10,8,17,1,13
M5 PAM,-7,1,5,0,5
CRFBP-R2 agonist,-0.6,-2.2,0.4,-0.5,-0.4
CHRM5 agonist,-1,-2,-5,-4,-1
CHO-K1 Ca PAM,-1,12,9,22,-4

11) COc1cccc(OCc2cc(/C=N/n3cncn3)ccc2OC)c1
12) C=CCn1c(=N)c(S(=O)(=O)c2ccc(C)c(C)c2)cc2c(=O)n3ccccc3nc21
13) Clc1ccc(C2[C@H]3CN(Cc4cccnc4)[C@H](c4ccccc4)C34CC2(c2cccnc2)C4)cn1 (some centres undefined)
14) CC1Cc2cc(/C(O)=C3/C(=O)C(=O)N(CCCn4ccnc4)C3c3ccncc3)ccc2O1 (centres undefined)
15) O=C1N(CC(=O)N2CCc3ccccc32)CCN1Cc1ccc(Cl)cc1

Compound,11,12,13,14,15
CRFR2-BP antag,1,13,-2,0,-5
M5 antag,4,11,7,0,8
TAAR1 antag,-19,-8,-9,-5,7
CHRM4 PAM,-4,3,-8,3,14
TAAR1 ag,-1,-1,9,11,10
M5 PAM,-5,2,-11,-1,-11
CRFBP-R2 agonist,1.2,7.4,-0.1,1.2,-4.0
CHRM5 agonist,-5,-6,-7,1,-3
CHO-K1 Ca PAM,12,12,16,-2,-2

Compound profiles, as listed above. Order of values: CRFR2-BP antag, M5 antag, TAAR1 antag, CHRM4 PAM, TAAR1 ag, M5 PAM, CRFBP-R2 agonist, CHRM5 agonist, CHO-K1 Ca PAM
`O=C(CCN1C(=O)COc2ccccc21)NCCC1=CCCCC1` is entered as -25, -2, -8, 1, 2, -3, 0.8, -4, 6
`O=C(CSC1=NS(=O)(=O)c2ccccc2N1)Nc1nccs1` is entered as 16, 6, -23, 4, 3, -3, 0.6, 0, -3
`Cn1cc(Br)c(C(=O)NC(=S)Nc2ccc(S(N)(=O)=O)cc2)n1` is entered as 2, -6, 0, 11, 8, 1, -2.2, -2, 12

In another format: 2 of the compounds above
nr	Molecule	CRFR2-BP antag	M5 antag	TAAR1 antag	CHRM4 PAM	TAAR1 ag	M5 PAM	CRFBP-R2 agonist	CHRM5 agonist	CHO-K1 Ca PAM
12	C=CCn1c(=N)c(S(=O)(=O)c2ccc(C)c(C)c2)cc2c(=O)n3ccccc3nc21	13	11	-8	3	-1	2	7.4	-6	12
13	Clc1ccc(C2[C@H]3CN(Cc4cccnc4)[C@H](c4ccccc4)C34CC2(c2cccnc2)C4)cn1 (some centres undefined)	-2	7	-9	-8	9	-11	-0.1	-7	16

(further entries)
16) COc1ccc(CC(N)c2csc(NC(=O)Nc3ccc(C(C)C)cc3)n2)cc1 (centres undefined)
17) Cc1ccc(C(C(=O)NC2CCCCC2)N(CC2CCCO2)C(=O)CCCC(=O)Nc2ccccn2)cc1 (centres undefined)
18) CN1c2ccccc2-c2ccccc2S1(=O)=O
19) Nc1c(Cl)cc2c(c1Oc1ccccc1)C(=O)c1ccccc1C2=O
20) CCN(CC)C1Oc2cc3c(cc2C(c2cc(OC)c(O)c(OC)c2)C1C)OCO3 (centres undefined)

Compound,16,17,18,19,20
CRFR2-BP antag,x,10,5,-10,-40
M5 antag,0,8,1,11,2
TAAR1 antag,43,-2,-9,21,-14
CHRM4 PAM,3,-3,2,11,3
TAAR1 ag,47*,0,3,4,2
M5 PAM,4,-2,5,-3,0
CRFBP-R2 agonist,x,-0.3,-1.9,-1.1,1.2
CHRM5 agonist,2,-3,-7,0,17
CHO-K1 Ca PAM,0,14,9,0,20

In the list so far, these contain a nitro group on carbon:
1) Cc1onc(-c2ccccc2Cl)c1C(=O)O/N=C(\N)c1ccc([N+](=O)[O-])o1
8) Cc1ccc(S(=O)(=O)N(CC(=O)NCC2CCCO2)c2cccc([N+](=O)[O-])c2)cc1 (centres undefined)

Compound,1,8
CRFR2-BP antag,10,18
M5 antag,20,2
TAAR1 antag,4,-1
CHRM4 PAM,-2,-7
TAAR1 ag,1,17
M5 PAM,-11,5
CRFBP-R2 agonist,-6.6,0.4
CHRM5 agonist,-1,-5
CHO-K1 Ca PAM,-1,9

The results go on:
21) Cn1cccc1C(=O)NCC(c1ccc(F)cc1)N1CCOCC1 (centres undefined)
22) CN(C)C(=C(C#N)C#N)N1CCN(c2ccc(Cl)c(Cl)c2)CC1
23) COC(=O)CSc1nc(C)c(C(C)=O)cc1C#N
24) Cc1cc(Cl)c(S(=O)(=O)NCc2ccccc2)cc1OCC(N)=O
25) Cc1ccc(N2CC(O)Cn3c2nc2c3c(=O)n(C)c(=O)n2C)cc1 (centres undefined)

Compound,21,22,23,24,25
CRFR2-BP antag,-5,-31,17,8,12
M5 antag,-16,-3,2,-1,1
TAAR1 antag,-27,31,5,1,-13
CHRM4 PAM,11,-21,19,-1,2
TAAR1 ag,-1,25,0,7,0
M5 PAM,9,-5,7,-2,7
CRFBP-R2 agonist,0.5,11,3.1,0.4,-1.5
CHRM5 agonist,-2,6,-2,-1,-3
CHO-K1 Ca PAM,-6,12,15,19,-23
